Lipid storage S3 = qHTS Assay for Lipid Storage Modulators in Drosophila S3 Cells; Drosophila S3 cells, BODIPY lipid droplet fluorescence, 18-24 h; cells fed with added oleic acid; Potency in µM for hits, for the others lipid storage change, negative = inhibition, % at the top dose, mostly 46.1 µM; 0.64% of 320,000 active; AID 2685; active = well fitted inhibition curve with a large enough effect in the signal ratio, with a control signal flat, not every such curve was filed as active; inconclusive = small, poorly fitted or top-dose-only effect, or effect the other way, or a change in a side signal; the % refers to the signal ratio
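Drosophila S3 cells loaded with oleic acid (400 uM, as added) and compounds at several concentrations; lipid droplets imaged by 488-nm laser-scanning cytometry, 500–530 nm intensity and object ratio to cell channel. Percent activity normalized to 20 uM Triacsin C.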
Lipid storage S3 cell count max = recorded beside Lipid storage S3, whose call it bears; cell number change, %; measured here: cell count max response;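 cells counted by Cell Tracker Red CMTPX staining in the red channel; peak over a dose series mostly up to 46.1 µM; percent activity relative to internal control wells on each plate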
The depositor's hits bear a star; i = inactive; ? = inconclusive; · = no result given; [ ] = dose if it differs, or a comment. % is set by controls: 0 for no effect and ±100 for the full control effect; potency is the fitted concentration of half-maximal effect.

The line under a structure holds: Lipid storage S3, Lipid storage S3 cell count max
COc1ccc(N2C(=O)C(Cc3ccccc3)NC2=S)cc1 (stereo not given)
  ?, ·
CCC(=NCCc1ccc(OC)c(OC)c1)c1ccccc1O
  10%, 7
NC(=O)[C@H]1CC2(CC(c3cccc(NC(=O)[C@H]4CCC(=O)N4)c3)=NO2)CN1C(=O)c1ccccc1 (stereo not given in full)
  -6%, 0
C[C@H](NC(=O)c1nc[nH]c1C(=O)N[C@@H](C)C(=O)OCc1ccccc1)C(=O)OCc1ccccc1
  i, -10
O=C(CN1CCc2ccccc2C1)N1CCN(S(=O)(=O)c2ccccc2)CC1
  ?, ·
CC(C)(C)c1ccc(S(=O)(=O)N2CCc3nc4ccccc4c(C(=O)O)c3C2)cc1
  -1%, 11
Cc1cc(N)n(-c2ccc(S(=O)(=O)N3CCCC3)cc2[N+](=O)[O-])n1
  -3%, -8
COc1cccc(-n2nnc3c(=O)n(Cc4ccccc4F)cnc32)c1
  ?, ·
O=C(O)CCC(=O)OCc1c(-c2ccccc2)ncc2ccccc12
  ?, ·
c1ccc(-c2nnc(-c3ccccc3)nn2)cc1
  ?, ·
C[C@@H]1CC[C@]2(O[C@@H](CCO)C[C@H](O)[C@H]2O)O1
  -5%, 1
O=C(CSc1nnc(Cn2nnc3ccccc32)o1)N(Cc1ccc(F)cc1)c1ccccc1
  ?, ·
CCN(CC)S(=O)(=O)c1ccc(NS(=O)(=O)c2ccc(F)cc2)cc1
  ?, ·
Cc1ccc(NCC(=O)N/N=C/c2cccc(Oc3ccccc3)c2)cc1
  6%, 0
Nc1nncn1C(=O)CCCOc1ccc(Cl)cc1Cl
  12%, 0
Cc1ccccc1CNc1nnnn1C
  ?, ·
CN(C)CCOc1ccccc1-c1ccccc1
  23µM*, -30*
Clc1cc(Br)ccc1OCCOCCOc1cccc2cccnc12
  -3%, 15
COc1ccc(C(=O)N2CCC(C(=O)NC3CC3)CC2)cc1
  ?, ·
COCCNc1nc(-n2nc(C)cc2C)nc2sc3c(c12)CCCC3
  ?, ·
COc1ccc(CC(=O)N(c2ccccc2)c2nc(C)cs2)cc1
  4%, -12
N#C/C(=C/c1ccc(OCc2ccccc2)cc1)C(=O)NC1CCCCC1
  ?, ·
CCNc1ccc(C(=O)OCC(=O)Nc2cc(C)on2)cc1[N+](=O)[O-]
  16%, 12
COc1cc2c(cc1OC)C(C)N(C(=O)CCN1C(=O)C3C4C=CC(C4)C3C1=O)CC2 (stereo not given)
  -7%, 2
CC(=O)N1CCN(C(=O)c2cc(S(=O)(=O)N3CCN(c4ccccc4)CC3)ccc2Cl)CC1
  -10%[0.0737 µM], -3
O=C(Nc1nnc(C2CC2)s1)C1CCCO1 (stereo not given)
  ?, ·
COc1ccc(-c2nc3cc([N+](=O)[O-])ccc3o2)cc1
  5%, 7
CCOC(=O)N1CCC(N2CC34C=CC(O3)C(C(=O)Nc3ccc(F)cc3)C4C2=O)CC1 (stereo not given)
  ?, ·
CC12CCC(C(=O)NCCCN3CCOCC3)(OC1=O)C2(C)C (stereo not given)
  2%, 3
CC(C)(C)SCCNS(=O)(=O)c1ccc(Cl)cc1
  ?, ·
CC(C)c1ccc(NS(=O)(=O)c2ccc3c(c2)NC(=O)CO3)cc1
  18%, -9
COc1ccc(/C=C2\SC(=S)N(CC(=O)N(C)C3CCS(=O)(=O)C3)C2=O)cc1 (stereo not given)
  ?, ·
Cc1ccc2cc(CN(CCN(C)C)C(=S)Nc3ccccc3)c(=O)[nH]c2c1C
  7%, 13
O=C(COc1cccc(C(F)(F)F)c1)NNC(=O)Cn1c(=O)cnc2ccccc21
  27%, 15
COc1ccccc1N1CCN(S(=O)(=O)c2ccccc2)CC1
  ?, ·
O=[N+]([O-])c1cnccc1Nc1cccc(F)c1
  3%, -6
O=C(NCC(c1cccs1)N1CCOCC1)c1ccc([N+](=O)[O-])cc1 (stereo not given)
  10%, 3
Cc1ccc(CNC(=O)CCNS(=O)(=O)c2ccc(Br)s2)cc1
  0%, ·
O=C1CN(C(=O)NCC(=O)N[C@H](Cc2ccccc2)C(=O)O)c2ccccc2N1
  11%, 17
COc1ccccc1/C=C/C=N/n1c(C2CCCCC2)n[nH]c1=S
  ?, ·
Cc1ncc(CO)c2cc(S(=O)(=O)c3ccc(F)cc3)c(=O)oc12
  2%, 0
CCCN1CCC(N2CCN(c3ccccc3OC)CC2)CC1
  -5%, 2
COC(=O)c1ccc(C(=O)Nc2ccc(N)cc2N)cc1
  6%, 0
Cc1cc(C)c(OCC(=O)Nc2ccccc2N2CCCCC2)c(C)c1
  ?, ·
CCS(=O)(=O)c1ccc2oc(SCC(=O)N3CCCCC3)nc2c1
  ?, ·
COc1ccc(NC(=O)c2cccs2)cc1OC
  ?, ·
Cc1ccc(C)c(OCC(=O)N/N=C/c2ccsc2)c1
  -2%, -18
CCOC(=O)C1CCN(C(=S)Nc2ccc(S(N)(=O)=O)cc2)CC1
  7%, 14
CCOC(=O)c1c(NC(=O)Cn2nc(C(=O)O)c3ccccc3c2=O)sc2c1CCC(C)C2 (stereo not given)
  7%, 8
CC(C)C(=O)Nc1ccccc1N1CCN(C(=O)c2ccccc2)CC1
  ?, ·
COc1cc(C(=O)NC2(C(F)(F)F)NC(=O)N(CCCc3ccccc3)C2=O)cc(OC)c1OC (stereo not given)
  ?, ·
COC(=O)C1(CO)NC(c2cccs2)C2C(=O)N(c3ccccc3)C(=O)C21 (stereo not given)
  ?, ·
Cc1ccc(C)c(OCCCNC2CCCC2)c1C
  ?, ·
O=C(N/N=C/c1ccco1)/C(=C/c1cccc([N+](=O)[O-])c1)NC(=O)c1ccccc1
  ?, ·
Cc1ccc(CN2CCNC(=O)C2CC(=O)N(C)C(C2CC2)C2CC2)o1 (stereo not given)
  -2%, -7
COC(=O)c1ccccc1NS(=O)(=O)c1c(C)noc1C
  ?, ·
COc1ccc(OC)c(NC2c3ccccc3C(=O)N2c2cccnc2)c1 (stereo not given)
  14%[9.22 µM], 18
Cc1cc(C)c(S(=O)(=O)NCCn2c(C)cc3ccccc32)c(C)c1
  ?, ·
O=C(Cn1c(=O)oc2cc(S(=O)(=O)N3CCCC3)ccc21)N1CCc2ccccc2C1
  ?, ·
COc1ccc(N(CC(=O)Nc2c(C)n(C)n(-c3ccccc3)c2=O)S(=O)(=O)c2ccccc2)cc1OC
  3%, 0

More records follow:
The line under a structure holds: Lipid storage S3, Lipid storage S3 cell count max
CCCCNC(=O)c1cc2nc(-c3ccccc3)cc(C(F)(F)F)n2n1
  26%, -2
Clc1ccc(Nc2nc(-c3cccnc3)cs2)cc1
  i, ·
O=C(NCC1CCCO1)C(C(=O)c1ccccc1)n1ccccc1=O (stereo not given)
  17%, -10
N#CCC(=O)N/N=C/c1cn(Cc2ccccc2C#N)c2ccccc12
  ?, ·
COc1ccc(OC)c(C(c2nnnn2CCc2ccccc2)N2CCC(C(N)=O)CC2)c1 (stereo not given)
  14%, -13
COCCNC(=O)C(c1ccc(F)cc1)N(C(=O)CCC(=O)Nc1nccs1)c1ccc(C)cc1 (stereo not given)
  2%, 0
CCS(=O)(=O)N1CCCC(C(=O)NC2CCCCC2C)C1 (stereo not given)
  -2%, 5
O=C(Cc1ccc(F)cc1)N/N=C/c1ccccn1
  ?, ·
COc1ccc(C(=O)Nc2ccncc2)cc1S(=O)(=O)N1CCOCC1
  ?, ·
CC(=O)c1ccc(NC(=O)CN2C(=O)NC(C)(C3CCCCC3)C2=O)cc1 (stereo not given)
  ?, ·
COc1ccc(OC(=O)COc2cc(C)ccc2C)cc1
  ?, ·
CCC(C)(C(=O)NC1CCCCC1)N(Cc1cccs1)C(=O)Cc1cccs1 (stereo not given)
  i, ·
CCOc1ccc(C(=O)NCC2CCCN2S(=O)(=O)c2cccs2)cc1 (stereo not given)
  ?, ·
O=C(Nc1ccccn1)C1(c2cccs2)CCOCC1
  ?, ·
Cc1cc(C)n(Cc2ccc(NC(=O)c3ccc(COc4ccccc4Br)cc3)cc2)n1
  ?, ·
Cc1ccc(S(=O)(=O)N(C)CCCC(=O)N2CCOCC2)cc1
  ?, ·
Cc1cccnc1NC(=O)CCc1c[nH]c2ccccc12
  ?, ·
O=C(CSc1nnc(-c2ccncc2)n1CC1CCCO1)Nc1cccc(O)c1 (stereo not given)
  5%, 16
Cc1ccc(C(=O)Nc2ccc(F)cc2)o1
  ?, ·
FC(F)Oc1ccccc1/C=N/Nc1nc2ccccc2o1
  i, 6
COc1cc(/C=C/C(=O)OCC(=O)c2c(N)n(C)c(=O)n(C)c2=O)ccc1OCC#N
  ?, ·
CCOC(=O)Cc1[nH]nc2c1C(c1cccc(OC)c1OC)C(C#N)=C(N)O2 (stereo not given)
  i, 1
Cc1cn2c(nc(=O)c3cccnc32)s1
  -1%, -2
CC(=O)Nc1ccc(SCC(=O)Nc2cc(C(C)(C)C)nn2-c2ccccc2)cc1
  ?, ·
Cc1ccc(C(=O)N2CCCC(N3CCN(c4ccccc4C)CC3)C2)c(=O)[nH]1 (stereo not given)
  7%, -1
COc1ccc(OC)c(/C=C2\S/C(=N/NC(=O)c3ccc4ccccc4c3)NC2=O)c1
  ?, ·
Cn1nc(C(=O)NCc2ccccc2)c2c1-c1ccccc1S(=O)(=O)C2
  ?, ·
CCN(C(C)=O)c1nnc(CSc2nc3ccccc3s2)s1
  ?, ·
CC(C)C(NC(=O)c1ccccc1Br)c1ccccc1 (stereo not given)
  i, 11
COc1ccc(O)c(N)c1
  7%, 1
Cc1ccc(C)c(OCCn2cc(/C=C(/C#N)C(=O)NCC3CCCO3)c3ccccc32)c1 (stereo not given)
  ?, ·
O=C(O)c1cc(-c2ccccc2)nc2ccccc12
  ?, 0
Cc1ccc(-c2csc(NC(=O)C3CSC4(C)CCC(=O)N34)n2)cc1 (stereo not given)
  -31%, -19
CCOC(=O)CSc1nnc(-c2ccccc2)o1
  6%, -3
CCn1c(CSc2nc3ccccc3[nH]2)nc2cc(C(=O)O)ccc21
  ?, ·
CC(C)Cc1[nH]c(=O)c(C#N)c2c1COC(C)(C)C2
  i, 8
CCOC(=O)N1CCN(C(=O)COC(=O)c2cccc(C)c2[N+](=O)[O-])CC1
  ?, ·
Cc1ccc(NCc2n[nH]c(=S)n2-c2ccccc2)cc1Cl
  ?, ·
Cc1c(Cl)c(=O)oc2cc(OC(C)C)ccc12
  ?, ·
CCn1nnnc1NC(=O)c1cccc(OC)c1
  ?, ·
CCC(C)NC(=O)CS(=O)Cc1nc(-c2cccc(OC)c2)oc1C (stereo not given)
  ?, ·
CC(=O)c1c(C)[nH]c(C(=O)NCc2ccccc2Cl)c1C
  2%, -28
Cc1ccc(NC(=O)CS(=O)CC(=O)NC23CC4CC(CC(C4)C2)C3)cc1 (stereo not given)
  22%, 6
CN(C(=O)COC(=O)c1cc[n+]([O-])cc1)c1ccccc1
  -25%, -3
O=C(NCCc1ccccc1)C(=S)N1CCCCC1
  ?, ·
COc1cc(NC(=O)C2CCCN(c3ncccn3)C2)cc(OC)c1 (stereo not given)
  -1%, 2
CCOc1ccc(Cn2c(=O)sc3ccccc32)cc1
  29%, 19
CC(Oc1ccccc1)C(=O)N1CCc2ccccc2C1 (stereo not given)
  ?, ·
O=C(CNCc1ccc(Cl)cc1)Nc1ccc(C(=O)N2CCCCC2)cc1
  ?, ·
CCCn1c(/C=C/c2ccccc2)nc2ccccc21
  -34%, -15
Cc1cc(C(=O)NNC(=O)c2ccc(Cl)cc2)no1
  ?, ·
CC(=O)N(Cc1cc(=O)[nH]c2ccccc12)c1cccc(C)c1
  ?, ·
CNC(=S)NCCc1ccccc1
  ?, ·
Cc1ccc(NS(=O)(=O)c2c(C(=O)N3CCCC3)c(C)n(C)c2C)cc1
  i, 9
O=C(NCCc1ccc(F)cc1)Nc1ccccc1
  ?, ·
COc1ccc(CCN(Cc2nc3ccccc3c(=O)[nH]2)C(=O)C2CC2)cc1
  0%, 3
Cc1cc(=O)oc2cc(OCC(=O)Nc3ccc(F)cc3F)ccc12
  ?, ·
CCCC[n+]1ccn(-c2nc3ccccc3nc2[N-]S(=O)(=O)c2ccc(Cl)cc2)c1
  ?, ·
Cc1ccc(N(C(=O)c2csnn2)C(C(=O)NC2CCCCC2)c2ccncc2)cc1 (stereo not given)
  ?, ·
Cc1cccc(NC(=S)N2CCN(S(=O)(=O)c3ccc(F)cc3)CC2)c1
  ?, ·
CCOC(=O)C1CCN(C(=O)c2ccc(N(C)S(C)(=O)=O)cc2)CC1
  ?, ·
COc1cc(C(=O)NCCNc2nc3ccc(C)cc3cc2C#N)cc(OC)c1OC
  ?, ·

Screening results as filed in PubChem BioAssay.

Some of the compounds tested, so the mix of outcomes need not match the whole.
